# mcGAS lum: mouse cGAS inhibition by luminescence. recombinant cGAS, Kinase-Glo ATP depletion luminescence. inhibition, % at 12.5 µM. 160,000 compounds, 0.15% hits. AID 1259399;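 note: 0% = negative control wells and 100% = reference inhibitor with no enzyme activity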
# NPYLR7 ag: activates Aedes aegypti NPYLR7 receptor; AID 1259423; 270,000 compounds, 0.15% hits; activation, % at 10 µM; HEK293T NPYLR7/Galpha15, GCaMP6s calcium fluorescence; in the data active = activation above about 40%;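 note: 0% = vehicle and 100% = reference agonist at the receptor; some compounds past the cut are filed as inactive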
# hcGAS lum: blocks human cGAS activity; Q8N884; recombinant h-cGAS, ATP depletion, Kinase-Glo luminescence; inhibition, % at 12.5 µM; 290,000 compounds, 0.081% hits; AID 1259398;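 note: 0% = vehicle reaction and 100% = reaction without DNA for no activity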
# Target sequence (Q8N884 whole entry, looked up): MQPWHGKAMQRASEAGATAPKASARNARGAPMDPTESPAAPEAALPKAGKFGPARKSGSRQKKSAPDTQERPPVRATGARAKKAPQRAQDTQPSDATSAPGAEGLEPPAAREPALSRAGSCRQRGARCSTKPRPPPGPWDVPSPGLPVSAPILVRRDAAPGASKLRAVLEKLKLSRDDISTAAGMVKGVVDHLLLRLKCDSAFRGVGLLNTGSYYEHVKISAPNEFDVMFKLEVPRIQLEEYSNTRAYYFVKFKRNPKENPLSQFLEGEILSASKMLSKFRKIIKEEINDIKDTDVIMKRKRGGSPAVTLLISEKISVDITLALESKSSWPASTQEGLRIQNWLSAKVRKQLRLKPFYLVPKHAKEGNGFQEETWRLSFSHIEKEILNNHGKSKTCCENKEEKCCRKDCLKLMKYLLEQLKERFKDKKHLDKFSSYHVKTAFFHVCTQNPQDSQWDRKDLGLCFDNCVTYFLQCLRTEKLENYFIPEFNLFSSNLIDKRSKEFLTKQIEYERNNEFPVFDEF
# * marks the source's active call; other numbers are inactive results; · = not tested or not shown; & = joins results of further samples. Cut-off read from the data, not from the text of the source, unless noted: active = inhibition above about 40%; inactive = the rest.
SMILES,mcGAS lum,NPYLR7 ag,hcGAS lum
Cc1ccc(S(=O)(=O)N(C)CCCC(=O)O)c(C)c1N(C)S(=O)(=O)c1ccccc1,0,-1,-1
CC1(C)O[C@@H]2C[C@@](OCc3ccc(C#N)cc3)(C(=O)NCCN3CCOCC3)CC(OCc3ccc(C(F)(F)F)cc3)[C@@H]2O1 (stereo not given in full),-5,5,2
O=C(O)Cc1nn[nH]n1,·,10,-6
CC(=O)N[C@H](C(=O)O)C(C)C,·,10,6
CSCc1noc(CNc2nc(C(C)(C)C)nc3c2cnn3C)n1,·,-3,-5
COc1ccc(-c2cc(=NC(C)C(=O)O)c3cc(C)ccc3o2)cc1 (stereo not given),-6,1,-6
CC(C)Cn1c(=O)n(C)c(=O)c2[nH]cnc21,-4&-1,-3&1,-3&-5&2
COc1cccc(-n2nnc(C(=O)Nc3ccc4oc(=O)ccc4c3)c2C)c1,-7,-6,-4
CCOC(=O)N1CCC(n2c(-c3ccc(OC)cc3)csc2=Nc2cc(OC)cc(OC)c2)CC1,·,-2,-10
O=C(CNC1CC1)N(Cc1ccc(F)cc1)Cc1cccs1,·,2,-3
O=S(=O)(c1ccccc1Cl)N1CCOC(Cc2ccccc2)C1 (stereo not given),·,16,-6
COC(=O)c1ccc2c(=O)n3cc(C(=O)c4ccccc4O)cc(Cl)c3nc2c1,·,-10,-5
O=C(c1cn(CC2CCCCC2)nn1)N1CCN(C2CCS(=O)(=O)C2)CC1 (stereo not given),·,6,-8
CC(CNC(=O)c1ccc(S(N)(=O)=O)c(F)c1)c1cccs1 (stereo not given),·,-1,-6
CCc1c(C(=O)c2cc(C)cc(C)c2)[nH]c(=O)[nH]c1=O,·,7,-9
CCc1ccc(C2c3cccn3CCCN2Cc2ccsc2)cc1 (stereo not given),-5,2,-6
COCC(=O)Nc1ccc(-c2c(-c3ccc(OC)cc3OC)nn(-c3ccc(C)cc3C)c2OC(C)=O)cc1,-4,5,-8
O=C(NCc1ccccn1)c1ccc(SC(F)(F)F)cc1,-3,22,-5
CCOC(=O)C(CC)Sc1nc2c(c(=O)n1-c1ccc(C)cc1)SCC2 (stereo not given),·,-1,-3
Cc1ccccc1C(=O)NC1CCN(c2ccccc2C(=O)NCc2ccc(F)cc2)CC1,1,-10,4
COCCn1cc(NC(=O)Nc2cc(C)ccc2C)c2ccccc21,·,14,-14
CCCCN(Cc1cccn1Cc1cccc(C(F)(F)F)c1)C(=O)Nc1ccc(OCC)cc1,-5,1,-2
Cc1ccc(Br)cc1S(=O)(=O)NC1CCCC1(C)CO (stereo not given),·,3,-6
CCNc1nc(C)c(CN(C(C)=O)c2ccccc2)nc1C#N,·,-9,4
O=c1c2ccccc2sn1CN1CCN(S(=O)(=O)c2ccc3c(c2)CCC3)CC1,·,-3,-6

# Among those listed so far, two contain an aryl thioether with sulfur outside any ring:
SMILES,mcGAS lum,NPYLR7 ag,hcGAS lum
O=C(NCc1ccccn1)c1ccc(SC(F)(F)F)cc1,-3,22,-5
CCOC(=O)C(CC)Sc1nc2c(c(=O)n1-c1ccc(C)cc1)SCC2 (stereo not given),·,-1,-3

# Following part
SMILES,mcGAS lum,NPYLR7 ag,hcGAS lum
O=C(Nc1nnc(-c2cccc(Cl)c2)s1)C1CCCN1C(=O)CCc1ccccc1 (stereo not given),3,-4,0
O=C1C2=C(Nc3ccccc3SC2c2cccs2)c2ccccc21 (stereo not given),·,4,-4
COc1cc(C=NNC(=O)COc2ccc(Cl)cc2Cl)ccc1O,·,3,-7
COCCc1nc(Cn2cnnc2)no1,·,-10,-5
Cc1nnc(CSc2ccc(Cl)cc2)n1C,-16,14,-9
O=C(O)/C=C/c1nc(-c2ccc(Cl)cc2)n2ccccc12,·,0,5
Cc1oc(-c2ccc(-c3ccccc3)cc2)nc1CN(Cc1ccccn1)CC1CCCO1 (stereo not given),-3,-10,0
COc1cccc(OCc2ccccc2)c1C(=O)Nc1ccc2ncsc2c1,0,-29,0
Cc1nc2ccc(I)cn2c1C=NNc1ccc2ccccc2c1,·,6,-1
CCCn1c(C)cc(C=C(C#N)C(=O)OCC(=O)c2cc(C)n(-c3cc(C)on3)c2C)c1C,·,-4,-6
CN(C)S(=O)(=O)N1CCCN(S(=O)(=O)N(C)C)CC1,·,8,-6
Cc1c(C(=O)O)sc2ccsc12,·,1,-7
COc1ccccc1C(=O)Nc1c2c(nn1-c1cccc(C)c1C)CSC2,·,-4,-8
CC(C)c1csc(C(=O)N2CSCC2C(=O)NC(C)(C)C)n1 (stereo not given),·,6,-17
O=C(NCC1CCNCC1)Nc1nncs1,-11,3,5
c1ccc(Oc2ncccc2CNC2CCSCC2)cc1,-11,-3,-8
Cc1ccnc(SCCn2c(N3CC(C)OC(C)C3)nc3c2c(=O)n(C)c(=O)n3C)n1 (stereo not given),·,13,-16
CCNC(=O)C1CN(C(=O)C(C)Oc2ccccc2C(F)(F)F)C1 (stereo not given),·,0,-6
Cc1nc2ccccn2c1C1C(=O)NCCN1C(=O)Nc1cccc(Cl)c1 (stereo not given),-11,-3,-9
Cn1cc(S(=O)(=O)N(Cc2ccccc2)Cc2ccccc2)c(=O)n(C)c1=O,-6,-2,-13
CCCN1CCn2cc(C(=O)NCCN3CCCCC3C)nc2C1 (stereo not given),1,·,2
CC(C)(C)c1cc(C(C)(C)C)c(NC(=O)c2c[nH]c3ccccc3c2=O)cc1O,-1,6,1
CCOC(=O)C1=C(O)/C(=C\c2ccc(O)cc2OC)SC1=Nc1ccccc1F,-5,8,-4
CCCS(=O)(=O)N1CCC(c2cc3n(n2)CCCNC3=O)CC1,2,·,8
Cc1ncc(CN2CCc3c([nH]c4ccccc34)C2C(C)(C)C)s1 (stereo not given),-4,7&-1,-6&-1

# In the list so far, these contain a tert-butyl group:
SMILES,mcGAS lum,NPYLR7 ag,hcGAS lum
CSCc1noc(CNc2nc(C(C)(C)C)nc3c2cnn3C)n1,·,-3,-5
CC(C)c1csc(C(=O)N2CSCC2C(=O)NC(C)(C)C)n1 (stereo not given),·,6,-17
CC(C)(C)c1cc(C(C)(C)C)c(NC(=O)c2c[nH]c3ccccc3c2=O)cc1O,-1,6,1
Cc1ncc(CN2CCc3c([nH]c4ccccc34)C2C(C)(C)C)s1 (stereo not given),-4,7&-1,-6&-1

# Other compounds follow.
SMILES,mcGAS lum,NPYLR7 ag,hcGAS lum
CCOC(=O)c1c(C)n(C)c2c1cc(OC(=O)c1cccc(Cl)c1)c1ccccc12,-5,-3,-11
O=C(O)CCCNC(=O)COc1ccccc1OCC(=O)NCCCC(=O)O,-2,2,-2
Cc1cc(C(F)F)n2nc(C(=O)Nc3c(C)nn(Cc4c(Cl)cccc4Cl)c3C)nc2n1,·,-5,-3
COc1cc(OC)c(OC)cc1CNC(C)(C)c1ccccc1,·,-3,-5
Cc1nc(CN(C)Cc2cccc(-c3ncn[nH]3)c2)cs1,·,-1,-14
COc1cccc(C(CN2CCN(C(=O)Nc3ccc(OC(F)F)cc3)CC2)OCc2cccc(Cl)c2)c1 (stereo not given),-6,·,-5
CCOC(=O)C(C)n1nnc(C2CN(Cc3ccccc3)CCO2)n1 (stereo not given),·,5,-5
CC(C)(C)NC(=O)CON=Cc1ccco1,-5,15,-4
COc1ccc(-n2nc(C)c(-c3ccccc3)c2NC(=O)CN(CC(C)C)C(=O)Nc2ccccc2C(F)(F)F)cc1,0,-1,5
CC1CN(Cc2ccccc2)c2nc3c(c(=O)n(CC(=O)OCc4ccccc4)c(=O)n3C)n2C1 (stereo not given),-10,8,-4
COc1cc(C=c2sc(=CC(=O)c3cc(OC)cc(OC)c3)[nH]c2=O)cc(OC)c1,·,-3,-4
C=CC(C)(C)c1c2c(c(O)c3c(=O)c4ccc(O)c(O)c4oc13)C=CC(C)(C)O2,-4,0,-6
COC(=O)c1ccc(/C=N\NC(=O)c2cc(-c3ccccc3)nc3ccccc23)cc1,-6,15,-4
CN(Cc1nc2scc(-c3ccco3)c2c(=O)[nH]1)C1CCCCC1,·,9,-15
CC(=O)Nc1cccc2c1CCN(c1snc(Cl)c1C#N)C2,·,-20&-1,-11&-5
COc1ccc(C2(C(=O)N3CCc4[nH]nc(-c5ccccc5)c4C3)CC2)cc1,·,-1,-10
CN(Cc1ccccc1)c1cc(-c2ccccc2)nc(SCc2ccc(C(=O)NCC3CCCO3)cc2)n1 (stereo not given),-7,1,-8
Cc1cccc2sc(N(CCCN3CCOCC3)C(=O)c3ccnn3C)nc12,-10,·,-4
Cc1ccc(-n2ncc3c(=O)n(NC(=O)Cc4ccc([N+](=O)[O-])cc4)cnc32)cc1,·,8,1
COC(=O)c1cc(NC(=O)C2=NCC(=O)N(c3ccccc3)N2)ccc1F,·,-3,0
COCc1ccc(CN2CCCC(N(C)Cc3ccccc3)C2)o1 (stereo not given),-11,5,-6
CC(C)C(NC(=O)c1cccs1)C(=O)N(C)c1cnn(C)c1 (stereo not given),·,-5,-4&-15
COc1ccc(N2C(=O)CSC2c2ccc(NC(=O)c3ccco3)cc2)c(OC)c1 (stereo not given),-9,5,-4
CCc1nc2ccc(C(=O)NCCNC(C)=O)cn2c1N(CCC(C)C)CCN(C)C,-3,-2,-4
CCOC(=O)C1CCCN(C(=O)c2nn(-c3ccc(OC)c(OC)c3)c(=O)n(Cc3ccccc3C)c2=O)C1 (stereo not given),1,·,7
SMILES,mcGAS lum,NPYLR7 ag,hcGAS lum
CC(C)C(NC(=O)c1ccc(N2CC(=O)NC2=O)cc1)c1nccn1C (stereo not given),·,0,2
COc1ccc(C(=O)N2CCN(c3ccc4c(c3)OCO4)C(=O)C2C)cc1 (stereo not given),-6,25,-7
CC1CCCCN1Cc1ccccc1CNC(=O)CNC(=O)Cc1ccccc1 (stereo not given),·,3,-7
CN(CC(F)F)C(=O)NC1CCc2cc(Br)ccc21 (stereo not given),·,4,-4
CN(Cc1csc(-c2ccoc2)n1)C1CCS(=O)(=O)CC1,-17,-8,-7
COc1ccc(C(=O)Nc2ccc(-n3nc(OC)nc3-c3ccc(Cl)c(Cl)c3)cc2)cc1,1,-7,3
COC(=O)c1ccc(/C=C2\SC(=S)N(C(Cc3ccccc3)C(=O)O)C2=O)cc1 (stereo not given),0,-9,9
Cn1cc(C(CC(=O)N2CCN(Cc3ccc4c(c3)OCO4)CC2)c2ccc(Cl)cc2)c2ccccc21 (stereo not given),-8,6,-4
COc1cn(CC(N)=O)c(CSc2nccc(C)n2)cc1=O,-2,-4,-1
O=C(O)c1cc(O)cc(-c2ccccc2CN2CCOCC2)c1,-11,·,-8
CCN(CC)C(=O)c1sc(NC(=O)c2ccc(C)o2)c(C#N)c1C,-4,-1,-2
COc1cn(C)c(C(=O)Nc2ccccc2C(N)=O)cc1=O,·,-5,-11
Cc1ccccc1NC(=O)Nc1ccc(-n2nc(OCc3ccc(F)cc3)nc2-c2ccccc2F)cc1,-5,15,-4
Cc1oc(-c2ccc(Cl)cc2)nc1CN(C)Cc1ccc2nsnc2c1,-9,13,-5
C=c1c(C#N)c2[nH]c(N)c(C#N)c(C)c-2/c1=C\c1ccc(O)cc1,71*,21,11
COc1cccc(COC2CN(CC(C)C)C(=O)CN(C(=O)C3CC=CCC3)C2)c1 (stereo not given),-14,-3,-2
CCOC(=O)C1CCN(C(=O)c2ccc(CSc3nc(N4CCN(C(C)=O)CC4)cc(C(C)(C)C)n3)cc2)CC1,-5,6,-3
O=C(/C=C/c1cccc2cccnc12)NCCc1cccs1,·,1,-11
CC1c2ccsc2CCN1CC(=O)NC(=O)NCc1cccs1 (stereo not given),·,-7,-4
CC(=O)Nc1ccc(S(=O)(=O)NCCc2sc3nc(-c4ccc(C)cc4)nn3c2C)cc1,-8,3,-4
CCOC(=O)c1nc2cc(Cl)c(Cl)cc2nc1N1CCCN(S(=O)(=O)c2c(C)c(C)c(C)c(C)c2C)CC1,-5,5,-5
COc1ccc(N2C(=O)CC3CS(=O)(=O)CC32)cc1Cl (stereo not given),-8,0,-4
Oc1c(Cl)cc(Cl)cc1Sc1cc(Cl)cc(Cl)c1O,·,-6&-5,14&1
Cc1ccc2cc(CCNC(=O)COc3ccccc3)c(=O)[nH]c2c1C,·,2,-6
Cc1cccc(-c2nnc(SC(C(=O)NC3CC3)c3ccc(F)cc3)n2C)c1 (stereo not given),-3,1,0

# Full records as entered above. Order of screens: mcGAS lum | NPYLR7 ag | hcGAS lum
# Listed for CN(Cc1csc(-c2ccoc2)n1)C1CCS(=O)(=O)CC1 = -17 | -8 | -7
# Listed for COc1ccc(C(=O)Nc2ccc(-n3nc(OC)nc3-c3ccc(Cl)c(Cl)c3)cc2)cc1 = 1 | -7 | 3
# Listed for Oc1c(Cl)cc(Cl)cc1Sc1cc(Cl)cc(Cl)c1O = · | -6&-5 | 14&1

# The list goes on:
SMILES,mcGAS lum,NPYLR7 ag,hcGAS lum
C#CCNC(=O)CN1CC2=C(C1=O)C(c1ccc(C(C)(C)C)cc1)NC(=O)N2C (stereo not given),-6,1,-9
O=C(NC1CC1)C1CCN(C2CCN(Cc3cc4ccccc4[nH]3)CC2)CC1,-5,2&10,-11&-1
O=C(CSc1nnc(C2CC2)n1C1CC1)N1CCc2sccc2C1,·,0,-8
Oc1ccc2ccccc2c1C=NCc1nnc2ccccn12,·,-6,2
S=C(NCC1CCCO1)N1CCc2ccccc2C1 (stereo not given),-6,1,-4
Cc1ccc(-n2ncc3c(=O)n(NC(=O)c4cc5ccccc5o4)cnc32)cc1C,·,3,-11
CCc1nc2ccc(C(=O)NCC3CCCCC3)cn2c1N(C)C(=O)c1cccc(OC)c1,-1,10,-4
Cc1noc(C)c1C(=O)N[C@H]1CCC[C@@H]1OCc1ccccc1,-3,-8,-2
COc1cc2c(cc1OC)C(c1c(F)cccc1Cl)N(C(=O)c1ccc(-c3ccc(F)c(F)c3)s1)CC2 (stereo not given),-6,11,0
COC(=O)c1ccc(N2C(=O)C(C)Oc3ccc(-c4ccccc4)cc32)cc1 (stereo not given),·,-4,4
COc1ccc(OCc2nc(C#N)c(N3CCCC3)o2)cc1,·,4,4

# Hits appear at their usual frequency; overall some 0.26% were active at least once.
